Bioassay records as filed in PubChem.
rCAG RNA binder: binders of r(CAG) RNA repeats, primary screen, biochemical, fluorescence | r(CAG) RNA repeat, TO-PRO-1 dye displacement fluorescence | inhibition, % at 3 µM | 1.3% of 370,000 active;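 active = inhibition above the plate cutoff, the mean of all test compounds on that plate plus 3 SD, cut at about 35% in these data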;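 also: 0% = DMSO alone and 100% = 100 µM mitoxantrone as full dye displacement; higher means more dye released from RNA so lower well fluorescence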
NPR1 activator: GC-A stimulated cGMP production enhancers – HEK293 GC-A cells, cGMP TR-FRET, EC30 ANP, primary screen; Atrial natriuretic peptide receptor 1 (Homo sapiens), P16066; 0% at EC30 ANP, 100% saturating ANP; activation, % at 10 µM; 0.14% of 370,000 active; AID 1671463, 2021; in the data active = activation above about 40%
HTRA1 inh: HTRA1 serine protease inhibitors, primary screen, biochemical, fluorescence polarization, HTS | 0.5% of 340,000 active | recombinant HTRA1, FP-rhodamine activity-based probe | Q92743 | inhibition, % at 5.96 µM | AID 504803, 2011; in the data active = inhibition above about 36%;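 also: 0% = enzyme with DMSO and 100% = wells lacking enzyme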
ARFGAP1 inhibitor: inhibitors of rat ARFGAP1 GAP activity, primary screen, biochemical, fluorescence polarization, GDP tracer; ADP-ribosylation factor GTPase-activating protein 1 (Rattus norvegicus), Q62848; Arfgap1-stimulated ARF1 GTP hydrolysis, GDP FP detection; inhibition, % at 16.5 µM; 0.26% of 360,000 active; AID 651572, 2012;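 active = inhibition above a per-plate limit, mean inhibition of low control wells plus 3 SD, cut at about 25% in these data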;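 also: 0% = DMSO wells with enzyme and 100% = wells lacking Arfgap1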
Target sequence (Q62848 1-136 limits assumed): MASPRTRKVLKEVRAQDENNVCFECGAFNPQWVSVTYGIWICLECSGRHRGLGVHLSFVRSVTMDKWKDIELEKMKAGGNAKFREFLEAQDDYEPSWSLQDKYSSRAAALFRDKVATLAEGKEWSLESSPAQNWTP
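material = rat Arfgap1 catalytic domain, aa 1-136 | also added = human ARF1(Δ1-17)-GTP substrate | compound dosing = one concentration, 16.5 µM, DMSO 1.26% | times = GTP hydrolysis reaction 2 h at 25 °C | measured by = FP, GDP Alexa 633 tracer displaced from anti-GDP antibody, 620/688 nm | evaluation = percent inhibition of Arfgap1-stimulated GTP hydrolysis | replication = single well per compound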
ASAP1 GAP inh: inhibitors of human ASAP1 ArfGAP activity, primary screen, biochemical, fluorescence polarization; ASAP1-stimulated ARF1 GTP hydrolysis, GDP FP detection; inhibition, % at 16.5 µM; Arf-GAP with SH3 domain, ANK repeat and PH domain-containing protein 1 (Homo sapiens), …; AID 624377, 2012; 0.19% of 360,000 active; in the data active = inhibition above about 25%;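 also: 0% = vehicle with enzyme and substrate and 100% = no enzyme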
Target sequence (Q9ULH1 325-724 limits assumed): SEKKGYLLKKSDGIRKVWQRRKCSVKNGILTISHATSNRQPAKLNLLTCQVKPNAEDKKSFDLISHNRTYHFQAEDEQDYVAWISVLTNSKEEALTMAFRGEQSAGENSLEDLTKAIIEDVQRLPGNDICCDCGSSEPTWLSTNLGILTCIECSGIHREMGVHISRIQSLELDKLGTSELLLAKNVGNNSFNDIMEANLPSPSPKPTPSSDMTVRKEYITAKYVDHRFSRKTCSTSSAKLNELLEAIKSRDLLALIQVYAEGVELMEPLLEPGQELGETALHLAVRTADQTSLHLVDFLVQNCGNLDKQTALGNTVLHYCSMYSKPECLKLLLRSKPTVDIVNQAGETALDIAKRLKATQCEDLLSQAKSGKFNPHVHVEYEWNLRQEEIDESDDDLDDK
SMARCA2 activ: SMARCA2 (BRM) function activators, primary screen, cell-based, luminescence, high throughput. MG213 cells, MMTV-luciferase reporter, dexamethasone, overnight. activation, % at 9.1 µM. 1% of 370,000 active. AID 652017, 2013; in the data active = activation above about 7.8%;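 also: 0% = vehicle wells and 100% = reference activator wells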
PG9 binder: binders of HIV-1 gp120 antibody PG9, primary screen, biochemical, TR-FRET. inhibition, % at 6.7 µM. HIV-1 gp120 / PG9 antibody interaction. AID 624416, 2012. 0.43% of 360,000 active. TR-FRET gp120-PG9 antibody binding; in the data active = inhibition above about 8.5%
GC-B act: human GC-B receptor activators, primary screen, HEK293 GC-B cells, cGMP TR-FRET, EC30 CNP | Atrial natriuretic peptide receptor 2 (Homo sapiens), P20594 | 0% at EC30 CNP, 100% saturating CNP | activation, % at 10 µM | 0.11% of 370,000 active;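 active = activation at 10 µM reaching about 35% in either raw or pattern-adjusted values, limit read from the data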
mABHD4 FP: ABHD4 inhibitors, primary screen, biochemical, fluorescence polarization, mouse; purified mABHD4, FP-Rh probe fluorescence polarization; 0.54% of 370,000 active; AID 720543, 2013; inhibition, % at 8.92 µM; (Lyso)-N-acylphosphatidylethanolamine lipase (Mus musculus), Q8VD66;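 active = inhibition exceeding the mean over every tested compound plus 3 SD, cut at about 30% in these data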;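 also: 0% = plate median of compound wells and 100% = S159A mutant with DMSO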
Target sequence (Q8VD66 whole entry, looked up): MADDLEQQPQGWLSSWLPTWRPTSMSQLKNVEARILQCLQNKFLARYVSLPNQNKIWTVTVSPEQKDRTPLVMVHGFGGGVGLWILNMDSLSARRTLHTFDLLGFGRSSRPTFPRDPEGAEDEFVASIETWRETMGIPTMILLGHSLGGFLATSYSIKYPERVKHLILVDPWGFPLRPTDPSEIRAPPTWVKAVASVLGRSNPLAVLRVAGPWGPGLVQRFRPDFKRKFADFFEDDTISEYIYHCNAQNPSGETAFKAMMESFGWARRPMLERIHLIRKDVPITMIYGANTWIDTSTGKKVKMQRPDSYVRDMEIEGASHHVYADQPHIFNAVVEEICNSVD
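assay system = mABHD4 protein | compound dosing = single nominal dose of 8.92 µM, 0.89% DMSO final | read-out basis = percent inhibition of probe binding, normalized to plate controls | schedule = Enzyme–compound pre-incubation 45 min, then probe 60 min, both 25 °C | detection = fluorescence polarization, excitation 525 nm, emission 598 nm, BODIPY TMR filters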
Rev-erbA mod: modulators of Rev-erb alpha DNA binding, primary screen, biochemical, FITC-DNA, fluorescence polarization, uHTS. Nuclear receptor subfamily 1 group D member 1 (Homo sapiens), P20393. Rev-erbα–FITC-DNA binding, 90 min. activity, % at 10 µM. 0.79% of 370,000 active. AID 1259318, 2017;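 active = activity above about 14%, limit read from the data; passing the limit was not always enough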;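 also: 0% = DMSO wells with 35 nM protein and 100% = DMSO wells with 750 nM protein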
Active calls of the source: *; / = no result given.

SMILES	rCAG RNA binder	NPR1 activator	HTRA1 inh	ARFGAP1 inhibitor	ASAP1 GAP inh	SMARCA2 activ	PG9 binder	GC-B act	mABHD4 FP	Rev-erbA mod
Cc1cc(NC(=O)CSc2nc(C)c(C)c(=O)[nH]2)no1	1	2	7	6	-3	-1	-1.6	-3	-5	-5
Cc1cc(NC(=O)C(C)Oc2ccc(Cl)cc2Cl)n(-c2ccccc2)n1 (stereo unspecified)	-5	1	-15	7	7	-2	0.8	0	-12	7
CCOCCn1c(SCc2ccc(F)cc2)nc2c1c(=O)[nH]c(=O)n2C	-1	-2	2	6	11	-4	-1.5	-1	2	-7
CCOCCn1ccc2c(OCC(=O)NCc3ccccc3)cccc2c1=O	-7	2	4	-5	-2	-1	-1.0	-3	-2	6
Cn1c(CC(=O)NNC(=O)c2ccc(F)cc2F)nc2ccccc21	2	0	11	-4	2	-2	0.9	5	-2	2
Cc1cc(SCC(=O)NCCN2C(=O)CSC2=O)nc2c(C)cccc12	0	0	-1	2	3	-1	-1.0	-1	1	2
COc1ccc2c(CC(=O)NCC3CCC(C(=O)O)CC3)cc(=O)oc2c1 (stereo unspecified)	2	0	1	-12	-4	0	0.9	9	3	-1
CCn1c(SC(C)C(=O)Nc2ccc(N3CCOCC3)cc2)nnc1C1CC1 (stereo unspecified)	1	2	-2	12	3	-2	-1.4	4	-2	1
c1coc(CN2CNc3nc4ccccc4n3C2)c1	1	2	3	-2	-17	-1	-1.2	2	-1	3
O=C(NCc1ccccc1)C1CCCN(C(=O)NCc2ccccc2)C1 (stereo unspecified)	-2	3	3	11	-3	2	-0.9	-2	-4	7
C/C(=N\NC(=O)c1ccc(Cl)cc1)c1cccs1	0	2	4	6	-3	8.4*	-0.8	-3	-1	-3
C/C(CC(=O)NCCCN1CCOCC1)=N\NC(=O)COc1ccc(C)cc1	-3	-1	-3	3	-9	0	-1.0	-2	3	2
O=S(=O)(NCc1csc(-c2cccs2)n1)c1cccc(C(F)(F)F)c1	-3	-1	-22	-11	0	-1	-2.6	-1	-7	4
CC(=O)Nc1ccc([N+](=O)[O-])c(CS(=O)(=O)c2ccc(C)cc2)c1[N+](=O)[O-]	2	0	8	7	0	0	-1.8	-1	-3	0
COc1ccc(OCC(O)CNCCOc2ccccc2OC)c(C(C)(C)C)c1 (stereo unspecified)	-9	-61	-4	4	-4	0	-0.5	-15	18	4
CC(=O)C1CCC2C3CCC4=CC(=O)CC[C@]4(C)[C@@]3(F)C(O)C[C@]12C (stereo partly specified)	-4	6	2	-3	-3	-2	-1.0	0	6	0
Cc1cc(C)n(CCNc2nc3nonc3nc2N2CCCCC2)n1	-5	-4	9	-4	-9	1	-1.6	-2	1	-3
CCS(=O)(=O)N1CCC(c2nc(-c3ccc(C(F)(F)F)cc3)no2)CC1	0	5	-2	-5	-5	0	-2.4	0	4	-4
O=C(Cc1cccc(Cl)c1)Nc1ccc(Br)cc1	0	0	-30	4	-4	0	-1.6	-5	-16	-2
CN1CCC(N(C)C(=S)NC(=O)C23CC4CC(CC(C4)C2)C3)CC1	-2	2	-4	-3	-10	4	-0.3	-9	0	-5
Cc1cc(C(=O)N2CCCC2)n[nH]1	0	3	2	-5	-14	0	1.1	4	-4	6
COc1ccc(C(=O)c2sc(Nc3ccccc3F)nc2N)cc1	5	-14	3	12	17	16*	0.3	-11	3	-2
O=S(=O)(Nc1cc(S(=O)(=O)N2CCCC2)ccc1O)c1ccc(Cl)s1	30	0	0	9	6	-3	-1.1	3	22	-5
CC1(C(=O)NS(=O)(=O)c2ccccc2)CCN1C(=O)Cc1ccccc1 (stereo unspecified)	2	3	/	11	10	-2	-1.3	2	1	-1
CCOC(=O)c1sc(NC(=O)CSc2ncccn2)c(C#N)c1C	0	0	-4	15	0	-2	0.6	-7	6	2
NS(=O)(=O)c1ccc(NC(=O)CSc2nc3c(cnn3-c3ccccn3)c(=O)[nH]2)cc1	8	0	7	10	1	-1	2.9	3	-7	1
CCOC(=O)c1c(-c2ccccc2)oc2cc(Br)c(O)c(C=O)c12	8	-19	0	-4	-7	2	-31	-31	5	-5
COc1ccc(NC(=O)Nc2ccc3c(c2)C(=O)N([C@@H](C)CO)C[C@@H](C)[C@@H](CN(C)S(=O)(=O)c2cn(C)cn2)O3)cc1	3	5	3	6	-1	2	-1.3	2	7	-2
COc1ccc(C2=Nc3ccc(Br)cc3C(c3ccccc3)N2CC(=O)NN)cc1 (stereo unspecified)	3	-34	-62	-1	6	-4	-0.4	-12	-13	-5
C/C(=N\NC(=O)c1nnn(-c2nonc2N)c1-c1cccs1)c1cccc(O)c1	4	-1	-5	-5	0	1	-2.2	-2	-14	2
COc1ccc(OC)c(NC(=O)CSc2nnc(C3CCCCC3)o2)c1	-6	2	1	-8	1	-2	1.0	0	1	-2
Cc1nnc(NC(=O)c2ccc3ccccc3c2)s1	1	-3	-2	6	3	2	-0.5	-4	5	5
CC1(c2ccccc2Cl)NC(=O)N(CC(=O)Nc2ccccc2OC(F)F)C1=O (stereo unspecified)	1	3	3	1	-2	-1	-0.7	5	8	-3
CCc1ccc(O)c(-c2cc(C(=O)Nc3cccnc3)[nH]n2)c1	8	-6	-21	8	-6	4	0.4	-9	-22	-6
Cc1cc(O)c(C(C)C)cc1C1(c2cc(C(C)C)c(O)cc2C)OC(=O)c2ccccc21	1	-22	-39	27*	18	-5	-2.6	1	-18	-2
COc1cccc(/C(O)=C/c2nc3ccc(C(=O)NCCc4cccc(C)c4)cc3[nH]c2=O)c1	9	-2	-39	-7	4	0	-1.1	8	-11	1
Cc1noc(C)c1COc1ccc(C(=O)N2CCN(S(=O)(=O)c3ccccc3)CC2)cc1	-6	-7	19	-4	4	-3	0.6	-3	6	11
COc1ccc2[nH]c3c(c2c1)CCN1C(=O)C(CC(=O)NCCc2ccccn2)C[C@H](C(=O)N2CCCCC2)[C@@]31C (stereo partly specified)	0	0	-3	-7	-8	-2	0.6	-8	4	-3
[O-][n+]1onc2c1CCc1c-2nn(-c2ccccc2Cl)[n+]1[O-]	-2	-2	-7	-4	-4	-2	-0.9	1	8	-4
CN(C(=O)C1CCCO1)c1nnc(-c2ccncc2)s1 (stereo unspecified)	-2	-4	6	6	8	-3	-1.7	3	0	-10

Printed as active in ARFGAP1 inhibitor (from the list above):
Molecule | NPR1 activator | HTRA1 inh | ARFGAP1 inhibitor | ASAP1 GAP inh | SMARCA2 activ | PG9 binder | GC-B act | Rev-erbA mod
Cc1cc(O)c(C(C)C)cc1C1(c2cc(C(C)C)c(O)cc2C)OC(=O)c2ccccc21 | -22 | -39 | 27* | 18 | -5 | -2.6 | 1 | -2

(list continues)
SMILES	rCAG RNA binder	NPR1 activator	HTRA1 inh	ARFGAP1 inhibitor	ASAP1 GAP inh	SMARCA2 activ	PG9 binder	GC-B act	mABHD4 FP	Rev-erbA mod
CN(C)S(=O)(=O)c1cc(C(=O)Nc2ccn(C)n2)c(Cl)cc1Cl	2	2	3	-12	-2	-1	-1.4	6	0	-3
Nc1nc(CSc2nnnn2-c2ccccc2)nc(Nc2ccccc2)n1	7	-2	/	10	-11	-1	0.6	-11	-6	-3
COCCNc1nc2nonc2nc1NC(C)c1ccccc1Cl (stereo unspecified)	4	-9	-11	-1	6	-3	1.2	-5	-5	5
COC(=O)c1cc(NC(=O)c2ccc(-c3ccccc3)cc2)ccc1Cl	1	8	-8	16	9	-2	10*	3	-11	17
CSc1cccc(NC(=O)CCS(=O)(=O)c2cccc3nonc23)c1	4	0	5	-1	-17	0	-0.2	0	0	-1
COc1ccc(-c2nnc(SCC(=O)c3cccs3)o2)c(OC)c1	-1	-3	-9	6	10	6	-1.6	-3	-10	5
CCCCN=CC1=C(O)C(C(=O)OC)C(C)(C)CC1=O (stereo unspecified)	-3	-2	-1	-2	2	-1	1.0	-4	-7	-3
Cc1ccc2oc(C(=O)N3CCC(O)(c4cccc(C(F)(F)F)c4)CC3)c(C)c2c1	-2	2	-42	-2	2	0	-1.3	12	-14	0
COc1ccc(C2=NOC(CN3C(=O)c4ccccc4S3(=O)=O)C2)cc1 (stereo unspecified)	-3	-4	-6	0	12	4	1.7	-1	-4	-2
CC(=O)c1cc(NC(=O)c2cccc(C(F)(F)F)c2)c(=O)oc1C	0	0	/	-4	5	3	0.5	-6	3	-6
O=C(Cc1cccs1)Nc1ccc(-c2nnc(-c3ccccc3)o2)cc1	1	-7	0	0	-16	0	7.7	2	2	4

In the list so far, these contain fluorine.
SMILES	rCAG RNA binder	NPR1 activator	HTRA1 inh	ARFGAP1 inhibitor	ASAP1 GAP inh	SMARCA2 activ	PG9 binder	GC-B act	mABHD4 FP	Rev-erbA mod
CCOCCn1c(SCc2ccc(F)cc2)nc2c1c(=O)[nH]c(=O)n2C	-1	-2	2	6	11	-4	-1.5	-1	2	-7
Cn1c(CC(=O)NNC(=O)c2ccc(F)cc2F)nc2ccccc21	2	0	11	-4	2	-2	0.9	5	-2	2
O=S(=O)(NCc1csc(-c2cccs2)n1)c1cccc(C(F)(F)F)c1	-3	-1	-22	-11	0	-1	-2.6	-1	-7	4
CC(=O)C1CCC2C3CCC4=CC(=O)CC[C@]4(C)[C@@]3(F)C(O)C[C@]12C (stereo partly specified)	-4	6	2	-3	-3	-2	-1.0	0	6	0
CCS(=O)(=O)N1CCC(c2nc(-c3ccc(C(F)(F)F)cc3)no2)CC1	0	5	-2	-5	-5	0	-2.4	0	4	-4
COc1ccc(C(=O)c2sc(Nc3ccccc3F)nc2N)cc1	5	-14	3	12	17	16*	0.3	-11	3	-2
CC1(c2ccccc2Cl)NC(=O)N(CC(=O)Nc2ccccc2OC(F)F)C1=O (stereo unspecified)	1	3	3	1	-2	-1	-0.7	5	8	-3
Cc1ccc2oc(C(=O)N3CCC(O)(c4cccc(C(F)(F)F)c4)CC3)c(C)c2c1	-2	2	-42	-2	2	0	-1.3	12	-14	0
CC(=O)c1cc(NC(=O)c2cccc(C(F)(F)F)c2)c(=O)oc1C	0	0	/	-4	5	3	0.5	-6	3	-6
